S1P3 antag: S1P3 receptor antagonists, primary screen, cell-based. Sphingosine 1-phosphate receptor 3 (Homo sapiens), Q99500. CHO S1P3 NFAT-BLA reporter, FRET fluorescence, antagonist mode. inhibition, % at 4.98 µM. 0.27% of 170,000 active. AID 485, 2006;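 active means inhibition above the plate cutoff, the mean inhibition of test wells on that plate plus 3 SD, cut at about 28% in these data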;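 further: cells challenged with S1P at its EC80 of 0.8 µM; blue over green emission ratio from cleaved BLA substrate after 4 h stimulation; 0% = S1P-stimulated wells and 100% = unstimulated DMSO-only wells; some compounds past the cut are filed as inactive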
Target sequence (Q99500 whole entry, looked up): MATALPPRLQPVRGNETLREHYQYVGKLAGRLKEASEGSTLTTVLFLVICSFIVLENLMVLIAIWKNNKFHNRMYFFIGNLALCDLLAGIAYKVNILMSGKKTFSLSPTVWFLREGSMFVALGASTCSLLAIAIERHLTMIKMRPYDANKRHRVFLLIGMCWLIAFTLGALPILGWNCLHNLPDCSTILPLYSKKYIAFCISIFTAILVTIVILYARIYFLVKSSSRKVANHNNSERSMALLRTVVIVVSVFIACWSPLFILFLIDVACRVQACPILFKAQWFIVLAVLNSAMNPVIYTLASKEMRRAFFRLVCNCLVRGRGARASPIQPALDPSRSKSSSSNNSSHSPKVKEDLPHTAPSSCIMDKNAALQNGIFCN
* = called active by the depositor. These rows are one share of the data. The share of hits here may be higher or lower than overall.

Compound	S1P3 antag
Cc1ccc(S(=O)(=O)n2nccc2-c2c(-c3ccc(Cl)cc3)noc2C)cc1	6
O=C(O)/C=C\c1cc2c(cc1[N+](=O)[O-])OCO2	-4
Cc1ccc(-c2csc(N3C(=N)SCC3=O)n2)cc1	2
CC(=O)c1sc2c(c1OC(=O)c1ccc(Cl)cc1Cl)c(=O)n(-c1ccccc1)c(=S)n2-c1ccccc1	-4
NNC(=O)Cc1csc(-c2ccccc2)n1	-12
CC(C)(C)c1ccc(N=C2SCC(=O)N2Cc2cccs2)cc1	-6
CCCc1cnc(NCCNCC(O)COc2ccc(Cl)c(Cl)c2)nc1 (stereo not given)	9
CCOC(=O)c1c(CSc2ccccc2)n(C)c2ccc(O)c(CN3CCN(C)CC3)c12	0
Cc1noc(C)c1NC(=O)NCCN1CCN(Cc2ccccc2)CC1	-17
Cc1ccc(SCc2cn3ccccc3n2)cc1	8
Cc1ccc(NC(=O)CSc2nc(N)cc(N)n2)cc1S(=O)(=O)N1CCOCC1	-6
CCc1nc2ccccc2nc1N1CCN(S(=O)(=O)c2c(C)cc(Cl)cc2C)CC1	-11
Nc1nonc1N/N=C\c1ccccc1	5
N/C(=N\S(=O)(=O)c1cc(C(F)(F)F)cc(C(F)(F)F)c1)c1ccccc1	-8
COc1cccc(/C=N/NC(=O)CNC(=O)c2ccco2)c1O	1
CC/C(=N\NC(N)=O)c1ccc(OC(F)F)cc1	-9
O=C(O)CSCC(=O)Nc1ccc(-c2nc3ccccc3s2)cc1	-5
COc1cc(/C=N/n2c(-c3ccccc3)n[nH]c2=S)cc(OC)c1OC	3
OCCN(CCO)c1nc2ccccc2[nH]1	-6
CC1CC(C)CN(S(=O)(=O)c2ccc3c(c2)n(C)c(=O)c(=O)n3C)C1 (stereo not given)	-2
COc1cccc(C(=O)Nc2nc(SCc3ccc(Cl)cc3)n[nH]2)c1	2
CCOC(=O)C1CCN(c2nc3c(C)cccn3c(=O)c2/C=C(\C#N)S(=O)(=O)c2ccccc2)CC1	1
CC(=O)Nc1cccc(-n2nnc(SCC(=O)Nc3ccccc3)n2)c1	0
CCOP(=O)(OCC)c1nc(-c2ccc(OC)cc2)oc1N1CCOCC1	8
O=C(CCl)N(CCCNC(=O)C(F)(F)F)c1ccc([N+](=O)[O-])cc1	5
O=C(Cn1nc(-c2nn(CC(=O)c3ccccc3)c3[n+]2CCCCC3)[n+]2c1CCCCC2)c1ccccc1	-11
Cc1sc2c(c1C)C(=O)/C(=C\Nc1ccncc1)S(=O)(=O)N2C	-1
CCN(CC)CC(=O)Nc1scc2c1c(=O)oc1ccccc12	-16
O=C(/C=C/c1ccccc1)Nc1ccc(NC(=O)c2cccs2)cc1	5
COc1ccc(-c2noc(-c3ccccc3C(=O)NCC3CCCO3)n2)cc1 (stereo not given)	7
COc1ccc(S(=O)(=O)N(CC(=O)N/N=C/c2ccccc2C(=O)O)c2ccccc2OC)cc1	7
COC(=O)c1cc(S(=O)(=O)N(C)C2CCCCC2)oc1C	4
CCn1nc(C)c(CNC(=O)c2cc(COc3ccc(F)cc3Cl)on2)c1C	7
Cn1cnc(S(=O)(=O)Nc2cc(C(F)(F)F)ccc2N2CCOCC2)c1	6
COC(=O)c1c(C)[nH]c(C(=O)/C=C/c2ccccc2F)c1C	-4
Cc1ccc(S(=O)(=O)Nc2ccc3c(c2)nc(CCN2CCCCC2)n3C)cc1	1
Cc1ccc(NC(=O)c2cnc3ccccc3n2)cc1C	6
CC(C)(C)c1ccc(-c2nnc(N)o2)cc1	-4
COc1ccc(Nc2cc(C)nc(NCc3ccccc3)n2)cc1	2
CCOc1ccc(/C=C2\CCc3ccccc3C2=O)cc1	3
COC(=O)c1cc2occc2n1Cc1nc(-c2ccccc2F)oc1C	11
COC(=O)c1c(C)oc(C)c1S(=O)(=O)N1CCCCC1	1
CC(C)c1ccc(C(=O)NC(=S)Nc2ccc3[nH]c(=O)[nH]c3c2)cc1	-4
CCOC(=O)/C(C#N)=C/Nc1cc(C(=O)OCC)cc2c(OC)c(OC)ccc12	-2
CCOc1cc(CN2CCCC(CNC(=O)c3ccc(F)cc3)C2)ccc1OC (stereo not given)	-4
COC(=O)Cc1ccc(NC(=S)NNC(=O)C2CC2)cc1	0
C/C(=N\OCc1ccc(C#N)cc1)c1cc2ccccc2o1	8
CC(C)NC(=O)N(Cc1ccccc1)Cc1cccs1	11
Cc1ccc(S(=O)(=O)Nc2ccc3c(c2)nc(C)n3C)cc1	-3
O=C(Nc1cccc(Cl)c1)Nc1csc([N+](=O)[O-])c1	-11

Next entries follow:
Compound	S1P3 antag
COC(=O)c1oc2c(c1C)C(=O)CCC2	-10
O=C(O)C1CCN(C(=O)c2csc(-c3ccc4c(c3)CCO4)n2)CC1	-4
CN(Cc1ccccc1)S(=O)(=O)c1ccc2[nH]c(=O)oc2c1	13
COc1cc(/C=N/NC(=O)CCn2nc(C)cc2C)ccc1O	5
CC(C)(C)OC(=O)N1CCC[C@H]1C(=O)N/N=C/c1cccc2nccnc12	-14
Cn1c(=O)[nH]c(=O)c2c1nc(NC1CCCCC1)n2CCO	16
O=c1c(O)cccc2cc(O)c(O)c(O)c12	-7
CCCc1n[nH]c(=S)n1Cc1ccco1	7
COc1cc2c(c(OC)c1OC)C(=O)CC2	-84
Cc1ccc(NC(=O)N(CCC(=O)O)Cc2ccccc2)cc1	14
Cc1ccc(S(=O)(=O)N(C)C)cc1NC(=O)COC(=O)c1ccc2c(c1)NC(=O)CS2	-14
Nc1nc(Nc2cccc(Cl)c2)n[nH]1	-8
CCOc1ccccc1NC(=O)COC(=O)c1cc[n+]([O-])cc1	-9
O=C(/C=C/c1ccco1)N1CCN(S(=O)(=O)c2cccs2)CC1	0
CCOC(=O)c1c(NC(=S)NC)sc2c1CCCC2	2
COc1ccc(/C=C/c2nnc(NC(=O)CSc3ccc(C)cc3)s2)cc1	-25
CN1CCN(C(=O)CCN2C(=O)/C(=C\c3ccc(Cl)cc3Cl)SC2=S)CC1	0
C/C(=N\Nc1ccc(Cl)c(C(=O)O)c1)c1ccccn1	5
O=C(CNC(=O)c1ccc(Cl)cc1Cl)Nc1ccc(F)cc1	-8
Cc1cc(N2C(=O)c3ccccc3C2=O)n(C)n1	-31
CN(C)c1cccc2c1c(NC(=O)Nc1ccc(F)cc1F)nn2C	0
COC(=O)c1ccccc1NC(=O)Cn1cnc2c1c(=O)n(C)c(=O)n2C	-4
Cc1ccccc1NC1=NC(=S)N(CC(N)=O)C12CCOC(C)(C)C2 (stereo not given)	-2
COc1cc(C(C)=O)ccc1COc1ccc(C(=O)O)cc1OC	1
N=C(N)N1CCc2ccccc21	-3
FC(F)(F)c1cc(N2CCNCC2)c2ccccc2n1	-8
O=C(CSc1nnnn1Cc1ccccc1)c1ccc(F)cc1	0
O=C(NNc1c(Cl)cc(Cl)cc1Cl)c1n[nH]c(=O)c2ccccc12	2
CC(C)(C)c1ccc(C(=O)NN2C(=O)CSC2=S)cc1	-4
Cc1cc(Sc2nnc(N)s2)c2ccccc2n1	3

Pulled by compound from the entries so far:
Compound	S1P3 antag
CC(C)(C)c1ccc(C(=O)NN2C(=O)CSC2=S)cc1	-4
COC(=O)c1ccccc1NC(=O)Cn1cnc2c1c(=O)n(C)c(=O)n2C	-4

Further compounds.
Compound	S1P3 antag
COc1ccc(/C=C2\CCCc3c2nc2ccc(C)cc2c3C(=O)O)cc1O	-11
Clc1cccc(Cl)c1CSc1nnc([C@@H]2CCCN2)o1	-8
COc1ccc(-n2nnnc2/C=C/Nc2cc(C(F)(F)F)ccc2OC)cc1	-9
COc1ccc(/C=N/NC(=O)c2ccn[nH]2)cc1COc1ccc([N+](=O)[O-])c(C)c1	-2
Cc1cc(C)c(N)c(C(=O)O)c1	-7
CC(OC(=O)Nc1cccc(Cl)c1)C(=O)O (stereo not given)	7
CCOP(=O)(OCC)/C(C#N)=C/c1cc(OC)ccc1OC	-1
Cn1ccnc1SCC(=O)c1ccc(O)cc1	1
CNC(=S)NNC(=O)c1cc(C(C)(C)C)nn1Cc1ccc(F)cc1	-10
Cc1onc(-c2ccccc2)c1CNS(=O)(=O)c1cccc(Cl)c1	1
N#CCN1CCC2(O)CCCCC2C1c1ccc2c(c1)OCO2 (stereo not given)	-5
O=C(CCCn1c(=O)oc2ccccc21)N1CCN(c2ccc(F)cc2)CC1	-6
Cc1ccccc1C1NC(c2ccccc2C)C([N+](=O)[O-])C(C)(C)C1[N+](=O)[O-] (stereo not given)	11
COc1ccccc1/C=C/C=N/n1c(-c2ccc(Cl)cc2)n[nH]c1=S	-8
Cc1cccnc1NC(=S)Nc1ncccc1C	4
CC1C/C(=N\NC(=O)c2ccc([N+](=O)[O-])cc2)CC(C)(C)C1 (stereo not given)	-10
CCn1c(C)nc2cc(C(=O)NNC(=S)Nc3ccc(F)cc3)ccc21	-9
CCC(C)[C@H](NC(=O)N1CCCCCC1)C(=O)OC (stereo not given in full)	6
COc1ccc(-n2c(SCC(=O)N3CCOCC3)nnc2C(C)N2CCCCC2)cc1 (stereo not given)	13
Cc1cc(NC(=O)c2ccccc2)n(C(C)(C)C)n1	-8
O=C(Nc1ccc(N2CCOCC2)c(S(=O)(=O)Nc2ccc(Cl)cc2)c1)c1cnccn1	-5
O=C1/C(=C/c2coc3ccc(O)cc3c2=O)SC(=S)N1c1ccccc1	-5
O=C(CCOc1ccc(F)cc1)Nc1nccs1	-9
COc1ccc(CCN(C)CCC(=O)Nc2cccc(C)c2)cc1OC	12
O=c1[nH]c(=S)[nH]cc1Oc1ccc(Cl)cc1Cl	-2
CCCCOc1nc(N2CCOCC2)nc(C)c1[N+](=O)[O-]	-4
O=C(O)/C=C/C(=O)NCCC(c1ccccc1)c1ccccc1	4
COc1cccc(NC(=O)Nc2nnc(CC(=O)NCc3ccccc3)s2)c1	0
Clc1cccc(-c2nnc(-c3ccno3)o2)c1	-1
Cc1onc(-c2c(F)cccc2Cl)c1-c1nnc(-c2ccc(C(F)(F)F)cc2)o1	-8
CC1=CC(C)(C)n2c(O)c(N=NC(N)=S)c3c(C)c(C)cc1c32	-20
Cc1ccc(S(C)(=O)=N/C=C2\C(=O)c3sccc3N(C)S2(=O)=O)cc1 (stereo not given)	-5
Cc1nc2ccccc2c(=O)n1/N=C/c1ccc([N+](=O)[O-])o1	-2
Cc1cccc(-n2ncc3c(N(C)C4CCCCC4)ncnc32)c1	23
Cc1cccc(C(=O)c2ccccc2C(=O)O)c1	0
Cc1cc(NS(=O)(=O)c2ccc3c(c2)OCCO3)no1	-1

In the list so far, 21 have an aryl methoxy group.
Compound	S1P3 antag
COc1cccc(/C=N/NC(=O)CNC(=O)c2ccco2)c1O	1
COc1cc(/C=N/n2c(-c3ccccc3)n[nH]c2=S)cc(OC)c1OC	3
COc1cccc(C(=O)Nc2nc(SCc3ccc(Cl)cc3)n[nH]2)c1	2
CCOP(=O)(OCC)c1nc(-c2ccc(OC)cc2)oc1N1CCOCC1	8
COc1ccc(-c2noc(-c3ccccc3C(=O)NCC3CCCO3)n2)cc1 (stereo not given)	7
COc1ccc(S(=O)(=O)N(CC(=O)N/N=C/c2ccccc2C(=O)O)c2ccccc2OC)cc1	7
COc1ccc(Nc2cc(C)nc(NCc3ccccc3)n2)cc1	2
CCOC(=O)/C(C#N)=C/Nc1cc(C(=O)OCC)cc2c(OC)c(OC)ccc12	-2
CCOc1cc(CN2CCCC(CNC(=O)c3ccc(F)cc3)C2)ccc1OC (stereo not given)	-4
COc1cc(/C=N/NC(=O)CCn2nc(C)cc2C)ccc1O	5
COc1cc2c(c(OC)c1OC)C(=O)CC2	-84
COc1ccc(/C=C/c2nnc(NC(=O)CSc3ccc(C)cc3)s2)cc1	-25
COc1cc(C(C)=O)ccc1COc1ccc(C(=O)O)cc1OC	1
COc1ccc(/C=C2\CCCc3c2nc2ccc(C)cc2c3C(=O)O)cc1O	-11
COc1ccc(-n2nnnc2/C=C/Nc2cc(C(F)(F)F)ccc2OC)cc1	-9
COc1ccc(/C=N/NC(=O)c2ccn[nH]2)cc1COc1ccc([N+](=O)[O-])c(C)c1	-2
CCOP(=O)(OCC)/C(C#N)=C/c1cc(OC)ccc1OC	-1
COc1ccccc1/C=C/C=N/n1c(-c2ccc(Cl)cc2)n[nH]c1=S	-8
COc1ccc(-n2c(SCC(=O)N3CCOCC3)nnc2C(C)N2CCCCC2)cc1 (stereo not given)	13
COc1ccc(CCN(C)CCC(=O)Nc2cccc(C)c2)cc1OC	12
COc1cccc(NC(=O)Nc2nnc(CC(=O)NCc3ccccc3)s2)c1	0

Assay outcomes as filed in PubChem BioAssay.
